ANO1 activ: mouse TMEM16A channel activation, primary screen; Q8BHY3; HEK293 TMEM16A/YFP-H148Q/I152L, iodide quench fluorescence; hits give low values; B-score at 10 µM; 0.3% of 340,000 active; AID 623877;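 active means fluorescence-ratio B-score plate-corrected deviation score at least 3 library SD below zero, with starting fluorescence score within 5 deviations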;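 further: channel opened by trigger with iodide after compound preincubation; score built on the fluorescence ratio of max minus min over baseline; more negative score means more quench and so TMEM16A activation or potentiation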
SKKanGAS inh: inhibitors of SKKanGAS S. pyogenes growth in kanamycin (SK-promoter or general growth effect); BacTiter-Glo, 6 h; inhibition, % at 7.5 µM; 1.3% of 300,000 active;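 active means mean replicate score, as percent of positive control median, at least 50; inconclusive means mean below 50 but one replicate at or above 50; inactive means mean and every replicate below 50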;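 further: strain carries kanamycin resistance gene driven by streptokinase promoter and grows in 40 µg/ml kanamycin; loss of luminescence reflects streptokinase promoter inhibition or plain growth inhibition; 0% = median of DMSO wells and 100% = positive control at its reference dose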
KCNK3 inh: human KCNK3 channel inhibition, primary screen; 0.84% of 340,000 active; B-score at 10 µM; O14649; CHO-KCNK3 thallium flux, FluxOR fluorescence; hits give low values;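 active means B-score under library mean minus 4 SD, starting fluorescence ratio at most library mean plus 5 SD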;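 further: more negative B-score means stronger inhibition of thallium flux through KCNK3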
KCNQ1 pot: potentiators or activators of human KCNQ1 potassium channel; AID 2648; B-score at 10 µM; CHO-K1 KCNQ1, thallium flux FluxOR fluorescence; hits give high values; P51787; 0.35% of 310,000 active;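 active means fluorescence ratio B-score, a plate-corrected score, at least three library SD, with initial intensity B-score within 5 SD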
Target sequence (P51787 whole entry, looked up): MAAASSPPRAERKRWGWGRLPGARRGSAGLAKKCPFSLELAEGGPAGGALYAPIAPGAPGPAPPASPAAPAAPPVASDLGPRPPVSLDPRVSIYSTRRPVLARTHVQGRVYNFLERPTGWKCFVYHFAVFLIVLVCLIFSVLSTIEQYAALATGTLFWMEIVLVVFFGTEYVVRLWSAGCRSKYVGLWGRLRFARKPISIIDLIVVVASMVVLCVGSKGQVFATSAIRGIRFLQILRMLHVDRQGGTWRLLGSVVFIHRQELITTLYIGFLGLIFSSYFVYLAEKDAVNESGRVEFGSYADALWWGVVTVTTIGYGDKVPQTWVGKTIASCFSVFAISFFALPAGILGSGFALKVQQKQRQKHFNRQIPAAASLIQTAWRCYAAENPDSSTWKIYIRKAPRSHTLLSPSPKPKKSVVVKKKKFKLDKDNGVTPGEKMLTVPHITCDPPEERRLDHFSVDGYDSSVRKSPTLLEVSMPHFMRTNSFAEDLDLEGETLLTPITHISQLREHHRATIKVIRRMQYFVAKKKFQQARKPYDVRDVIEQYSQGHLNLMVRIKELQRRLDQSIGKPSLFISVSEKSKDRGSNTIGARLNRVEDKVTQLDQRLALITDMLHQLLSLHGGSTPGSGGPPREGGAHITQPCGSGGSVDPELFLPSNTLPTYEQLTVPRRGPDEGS
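Assay system: stable KCNQ1 CHO-K1 line; medium: assay buffer, equal DMSO in all wells; timing: 90 min dye loading and 20 min compound exposure, both at room temperature; technique: kinetic FluxOR thallium fluorescence, 10-s 1-Hz baseline, 110-s post-stimulus read; read-out basis: B score of baseline-normalized fluorescence ratio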
ANO1 block: inhibitors of mouse TMEM16A calcium-activated chloride channel. HEK293 TMEM16A/YFP iodide influx fluorescence, ionomycin. Q8BHY3. normalized B-score (activity score, 25-100; higher = stronger inhibition) at 10 µM. AID 588511. 1.2% of 310,000 active;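 active means ratio plate-corrected score three or more library SD toward inhibition, starting fluorescence score within five deviations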;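 further: score derived from kinetic fluorescence span divided by baseline fluorescence per well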
HDAC3 inhib: inhibitors of human histone deacetylase 3 | O15379 | recombinant HDAC3, fluorogenic peptide/trypsin coupled, fluorescence | inhibition, % at 8.3 µM | 0.15% of 320,000 active | AID 2718; in the data active means inhibition above about 26%, passing the limit was not always enough; inconclusive means no clear call, values can overlap the other calls
KCNK9 inh: blocks the human KCNK9 two-pore domain potassium channel; HEK293 KCNK9, FluxOR thallium flux fluorescence; hits give low values; B-score at 10 µM; 1.2% of 310,000 active; AID 488922;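 active means ratio B-score over 3 SD below the library mean, with starting fluorescence within 5 SD of its mean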;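 further: negative B-score means less thallium flux so channel inhibition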
RGS4 block: inhibitors of human RGS4; 0.45% of 310,000 active; P49798; HEK293 M3R/RGS4 inducible, Fluo-4 calcium flux; hits give high values; triggered by carbachol at its EC20; B-score at 10 µM; AID 463165;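 active means B-score, a plate-corrected calcium signal, over three deviations above library mean, with baseline fluorescence within five deviations of library mean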;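 further: RGS4 expression induced by doxycycline in cells with stable M3 receptor; B-score is computed from the integrated fluorescence ratio over baseline after carbachol; higher B-score means a larger calcium signal and so more RGS4 inhibition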
Target sequence (P49798 whole entry, looked up): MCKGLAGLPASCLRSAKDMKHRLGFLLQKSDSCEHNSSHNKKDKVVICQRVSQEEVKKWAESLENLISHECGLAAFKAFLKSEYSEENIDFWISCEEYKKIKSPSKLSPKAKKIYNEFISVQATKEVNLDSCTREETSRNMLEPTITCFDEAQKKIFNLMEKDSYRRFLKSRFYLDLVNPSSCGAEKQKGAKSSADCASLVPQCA
RGS4 act: RGS4 potentiation or activation. B-score at 10 µM. HEK293 M3R/inducible RGS4, carbachol calcium flux Fluo4; hits give low values. 0.92% of 310,000 active;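 active means B-score of the integrated calcium signal more than 4 SD below the library mean, with starting fluorescence not abnormally high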;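 further: negative B-score means reduced calcium response which marks RGS4 activation or potentiation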
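Reagent: ECmax carbachol challenge; Test system: M3R-expressing HEK293 line, RGS4 induced by doxycycline; Schedule: overnight RGS4 induction, 30 min dye load 37 °C, 20 min compound RT; Detection: calcium dye Fluo4 fluorescence; Read-out: Agonist-evoked peak-minus-minimum fluorescence over baseline, integrated ratio, B score.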
hERG protect: shields human hERG channel from block by proarrhythmic agents; Q12809; CHO-hERG, FluxOR thallium flux, dofetilide IC70 present; activation (rescue from dofetilide block), less the hit threshold, % at 10 µM; 0.51% of 310,000 active; AID 1511;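 active means activation above the mean of controls blocked by dofetilide plus 5 SD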;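 further: thallium influx through hERG after potassium depolarization seen as dye fluorescence rise; in these data hits start at about 4.7%; inactives centre near -7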
KCNQ1 inh: human KCNQ1 channel inhibition; P51787; CHO-K1 KCNQ1, FluxOR thallium flux fluorescence; hits give high values; B-score at 10 µM; 1.3% of 310,000 active; AID 2642;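 active means compounds whose thallium flux B-score, printed positive for inhibition, exceeds three library SD while starting fluorescence stays within three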;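 further: channel opened by potassium depolarization with thallium stimulus after 20 min compound exposure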
Active calls of the source: *; i = inactive; ? = inconclusive; · = not tested or not shown.

SMILES	ANO1 activ	SKKanGAS inh	KCNK3 inh	KCNQ1 pot	ANO1 block	HDAC3 inhib	KCNK9 inh	RGS4 block	RGS4 act	hERG protect	KCNQ1 inh
O=C(CCn1c(=O)oc2ccccc21)NCCCN1CCOCC1	i	1.3	i	i	i	-4.9	i	i	i	-2.3	i
Cc1ccnc(NC(=O)CCC(=O)N(Cc2ccco2)C(C(=O)NC(C)C)c2ccc(F)cc2)c1 (configuration not stated)	i	2.0	i	i	i	-3.0	i	i	i	-4.8	i
CCOc1ccc(C2/C(=C(\O)c3ccc4c(c3)OCCO4)C(=O)C(=O)N2Cc2cccnc2)cc1OCC (configuration not stated)	i	-0.1	i	i	i	1.9	i	i	i	-6.2	i
COc1ccccc1N1CC(C(=O)Nc2ccc(S(=O)(=O)N3CCOCC3)cc2)CC1=O (configuration not stated)	i	1.4	i	i	i	3.7	i	i	i	-3.5	i
Cc1c(Cl)ccc2c(C(=O)NCCN3CCCCC3)cc(-c3ccccn3)nc12	i	1.0	i	i	i	-1.8	i	i	i	-21.5	i
COc1cccc(CNC(=O)Cn2c(=O)n(CCC(=O)N3CCCCC3)c(=O)c3sccc32)c1	i	-0.2	i	i	i	7.4	i	i	i	-7.0	i
COc1ccc(-c2c(NC(=O)c3ccco3)oc3c(C)cccc3c2=O)cc1	i	3.4	i	i	i	1.9	i	i	i	-10.9	i
Cc1ccc(NC(=O)c2nn(C34CC5CC(CC(C5)C3)C4)cc2[N+](=O)[O-])cc1	i	6.7	i	i	i	?	i	i	i	-9.6	i
CN(C)C=NC(=O)c1ccc(N2CCN(c3ncc(C(F)(F)F)cc3Cl)CC2)cc1	i	-2.0	i	i	i	-8.7	i	8.24*	i	-6.8	i
O=S(=O)(c1ccc(Cl)cc1)N1CCN(c2nc(-c3cccs3)nc3ccccc23)CC1	i	19.3	i	i	·	·	i	i	i	-5.8	i
CC(=O)c1ccc(N2CCN(S(=O)(=O)c3ccccc3)CC2)c(F)c1	i	-2.9	i	i	i	1.4	i	i	i	-8.1	i
CC(C)NC(=O)CN1CCN(C(=O)CCl)CC1	i	-2.7	i	i	i	-4.7	i	i	i	-3.1	i
Cc1cc2oc3ccc(NCCCN4CCOCC4)cc3c(=O)c2cc1C	i	0.0	i	i	i	2.6	i	i	i	-9.5	i
Cc1cc(C)n(CC(O)Cn2c3ccccc3c3ccccc32)n1 (configuration not stated)	i	-8.6	i	i	i	1.9	i	i	i	-12.4	i
CCOC(=O)C1C(c2ccc(O)c(OCC)c2)NC(=S)NC1(O)C(F)(F)F (configuration not stated)	i	-4.9	i	i	i	-5.1	i	i	i	-8.0	i
CC12CCC(C/C1=N\OC(=O)c1c(F)cccc1F)C2(C)C (configuration not stated)	i	-0.9	i	i	i	1.1	i	i	i	-9.8	i
Cc1cc(C(=O)Nc2ccccc2[N+](=O)[O-])cs1	i	-4.7	i	i	i	7.5	i	i	i	-5.2	i
COc1ccc(CN(C#N)c2nc(SC)nc(N(C)C)n2)cc1	i	·	i	i	i	10.8	i	i	i	-5.5	i
O=C(NCCc1ccccc1)c1ccccc1Cl	i	-0.8	i	i	i	1.3	i	i	i	-9.5	i
CCC(c1nnc(SCC(=O)N(C)c2ccccc2)n1Cc1ccccc1)N(C)C (configuration not stated)	i	2.9	i	i	i	-5.3	i	i	i	0.8	i
CCOC(=O)N1CCC(N2Cc3cccc(C(=O)N4CCN(C5CCCCC5)CC4)c3C2=O)CC1	i	-1.1	i	i	i	·	i	i	i	-9.6	i
COC(=O)c1ccc(CN2CCc3ccc(NC(=O)c4ccncc4)cc3C2)cc1	i	16.8	i	i	100*	-4.4	i	i	i	-15.2	i
Cc1n[nH]c(=S)n(/N=C/c2ccccn2)c1=O	i	-10.6	i	i	i	3.1	i	i	i	-1.5	i
Cc1ccccc1OCC(=O)NCCC1=CCCCC1	i	0.8	i	i	i	5.2	i	i	i	-6.3	i
NCCCC[C@H]1CN=C(N)N1CCC12CC3CC(CC(C3)C1)C2	i	1.4	i	i	i	5.9	i	i	i	-4.6	i
CSc1nc2ccc(NS(=O)(=O)c3ccc(Br)s3)cc2s1	i	6.7	-11.4*	i	25*	1.6	-8.34*	i	i	-18.6	6*
Cc1ccc(/C=N/NC(=O)C(C)Oc2cccc3ccccc23)o1 (configuration not stated)	i	6.9	i	i	i	0.6	i	i	i	-9.2	i
Cc1ccc(N(CC(O)CN2C(=O)NC(C)(C)C2=O)S(=O)(=O)c2ccc(C)cc2)cc1 (configuration not stated)	i	-4.5	i	i	i	·	i	i	i	-12.7	i
CCC/C(O)=C1\C(=O)CC(C)(C)CC1=Nc1ccccc1O	i	-8.6	i	i	i	5.4	i	i	i	-15.3	i
Cc1ccc(OCC(=O)NNC(=S)NC(=O)C2CCCCC2)c(C)c1	i	90.2*	i	8*	i	9.2	i	i	-7.09*	-4.7	i
Cc1ccc(NC(=O)CSc2n[nH]c(=O)n2C2CC2)cc1S(=O)(=O)N1CCOCC1	i	-8.6	i	i	i	0.0	i	i	i	0.5	i
Cc1[nH]n(-c2ccc(Br)cc2)c(=O)c1C=Nc1ccc(S(=O)(=O)Nc2nccs2)cc1	i	22.5	i	i	i	6.1	i	17.9*	i	-12.7	i
CC(=O)NCC(=O)N(Cc1ccco1)C1(C(=O)NC2CCCC2)CCCCC1	i	3.7	i	i	i	3.1	i	i	i	-5.6	i
O=C(OCCN1C(=O)c2ccccc2C1=O)Oc1ccccc1	i	1.7	i	i	i	-10.0	i	i	i	-2.2	i
Cc1cc2nnc(SCC(=O)N3CCCCCC3)n2c(N)n1	i	4.9	i	i	i	3.6	i	i	i	-1.1	i
COc1ccc(-n2c(Cc3cc(=O)[nH]c(=O)[nH]3)nnc2SCC(=O)Nc2cc(C(F)(F)F)ccc2Cl)cc1	i	-3.7	i	i	i	2.1	i	i	i	-10.0	i
Cc1ccc(S(=O)(=O)N2CCOCC2)cc1C(=O)Nc1ccccc1F	i	-5.5	i	i	i	-0.9	i	i	i	-5.0	i
CCOC(=O)c1ccc(N=c2sc(C(=O)OC)cc(=O)n2Cc2ccco2)cc1	i	-1.5	i	i	i	-0.4	i	i	i	-7.5	i
COc1ccc(-c2nn(-c3ccccc3)cc2/C=N/Nc2ccc(Cl)c(C(=O)O)c2)cc1OC	i	8.7	i	i	i	-0.1	i	i	i	-13.1	i
Cc1ccc(S(=O)(=O)N2CCOCC2)cc1C(=O)NCc1cccnc1	i	0.0	i	i	i	-1.3	i	i	i	1.3	i
CN(C)C=Nc1nonc1-c1ccccc1	i	0.9	i	i	i	-2.4	i	i	i	-5.1	i
COc1ccc(C(=O)C2CCCN(C(=O)CCNC(C)=O)C2)cc1OC (configuration not stated)	i	-0.6	i	i	i	-1.2	i	i	i	-5.6	i
CCOC(=O)Cn1c(O)c(N=NC(=O)OC)c2ccccc21	i	-9.2	i	i	i	-3.7	i	i	i	-10.9	i
CCCNS(=O)(=O)c1cccc(C(=O)NNC(=O)c2cc(C)oc2C)c1	i	2.1	i	i	i	-0.2	i	i	i	-10.4	i
CN1CCN(CCC(=O)N/N=C/C=C2\N(C)c3ccccc3C2(C)C)CC1	i	1.5	i	i	i	4.7	i	i	i	-9.1	i
Cc1ccsc1C(=O)N(C)CC(=O)N(CC(C)C)c1c(N)n(CC(C)C)c(=O)[nH]c1=O	i	-3.0	i	i	i	·	i	i	i	-6.2	i
Cc1ccc(OCC(=O)Nc2ccc(C)c(S(=O)(=O)N3CCCCC3)c2)c([N+](=O)[O-])n1	i	6.0	i	i	i	1.7	i	i	i	-7.3	i
CCOc1cccc(C(=O)NC2CCCCC2)c1	i	-6.5	i	i	i	-0.4	i	i	i	-2.7	i
O=C(Oc1ccccc1)c1ccc2c(c1)C(=O)N(Cc1ccncc1)C2=O	i	-8.2	i	i	i	-0.5	i	i	i	-12.4	i
CCCCN(CC)CCNC(=O)c1cc2cc3ccc(Cl)cc3nc2o1	i	3.3	i	i	i	-3.1	i	i	i	-10.1	i
CC(C)NC(=O)c1cnn2c1NC(c1cccs1)CC2C(F)(F)F (configuration not stated)	i	-3.5	i	i	i	-4.3	i	i	i	-11.3	i
COc1ccc(S(=O)(=O)N2CCC3(CC2)CC(=O)c2ccccc2O3)cc1OC	i	-13.0	i	i	i	0.0	i	i	i	-11.3	i
CCOC(=O)c1cc(NC(=O)CN2CCCC2)cc(C(=O)OCC)c1	i	-5.3	i	i	i	-6.4	i	i	i	-4.7	i
NCCC(=O)N1c2ccccc2Sc2ccccc21	i	-4.9	i	i	i	0.0	i	i	i	-3.3	i
Cc1ccsc1S(=O)(=O)N1CCC(CO)(CC2CCCCO2)CC1 (configuration not stated)	i	0.4	i	i	i	5.2	i	i	i	-8.0	i
CCCCC1=CC2=CC(=O)C(C)(OC(=O)CC)C(=O)C2=CN1CCc1ccc(Br)cc1 (configuration not stated)	i	11.3	i	i	i	-1.3	i	i	i	-12.3	i
Cc1onc(-c2ccccc2)c1C(=O)OCC(=O)NCc1ccc(F)cc1	i	-0.2	i	i	i	1.6	i	i	i	-5.3	i
O=S(=O)(Nc1ccccn1)c1ccc(C2CCCCC2)cc1	i	-1.4	i	i	i	-2.7	i	i	i	-1.9	i
C/C(=N\Nc1ccc2nncn2n1)c1ccccn1	i	41.6	i	i	i	3.1	i	i	i	-2.1	i
O=C(CSc1nnc(Cn2nnc3ccccc32)o1)Nc1ccc(Cl)cc1	i	-3.3	i	i	i	-0.1	i	i	i	0.6	i
Next structures.
SMILES	ANO1 activ	SKKanGAS inh	KCNK3 inh	KCNQ1 pot	ANO1 block	HDAC3 inhib	KCNK9 inh	RGS4 block	RGS4 act	hERG protect	KCNQ1 inh
COCCCNC(=O)c1cn(C)c(=O)c2cc(OC)c(OC)cc12	i	0.5	i	i	i	6.8	i	i	i	-7.8	i
CCC(=O)Nc1cccc(C2=NOC3(C2)C[C@@H](C(N)=O)N(C(=O)c2ccccc2C(=O)c2ccccc2)C3)c1 (some centres not stated)	i	8.4	i	i	i	-4.7	i	i	i	-6.7	i
CCC(=O)N/N=C(\C)CC(=O)Nc1cc(Cl)ccc1C	i	-2.7	i	i	i	-7.6	i	i	i	-3.6	i
COc1ccc(C2=NN(C(N)=S)C(c3ccco3)C2)cc1 (configuration not stated)	i	-3.0	i	i	i	-0.4	i	i	i	-4.1	i
COCCn1c(N)c(N(Cc2ccccc2)C(=O)CSCC(=O)Nc2ccc(C)cc2)c(=O)[nH]c1=O	i	-3.7	i	i	i	-3.3	i	i	i	-13.3	i

Screening data deposited in PubChem by several laboratories.
